Screens as filed in PubChem.
M1AAP inhibition = P. falciparum M1AAP inhibitors, biochemical, fluorogenic H-Leu-NHMec substrate, 1536-well (AID 1445); 220,000 compounds, 0.42% hits; one-dose inhibition, % at 30 µM; IC50 in µM for titrated hits; Aminopeptidase N (Plasmodium falciparum (isolate 3D7)); recombinant M1AAP, H-Leu-NHMec fluorogenic kinetic assay; higher % means a stronger effect;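 active = primary inhibition above the hit cutoff, then over 50% inhibition at one or more dose response concentrations, cut at about 23% in these data, passing the limit was not always enough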;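 note: plate controls were DMSO full reaction for no effect and no enzyme background for full effect; strong numbers were not always called active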
WT yeast gro inh = growth inhibition of WT strain, primary screen, mitochondrial fusion inhibitor project, WT and mutant strains, chemical genetic; mitochondrial fusion phenotypic screen; inhibition, % at 10 µM; 190,000 compounds, 2.1% hits; AID 1362, 2008; in the data active = inhibition above about 58%; tested in S. cerevisiae
Yfh1-depleted yeast = enhancers of respiration in Yfh1-depleted yeast, dose response, Friedreich's ataxia, plus single-dose screen (AID 1465). one-dose fold induction at 50 µM; EC50 in µM for titrated hits. S. cerevisiae Yfh1-off respiration, WST-1 reduction, 72 h; higher fold induction means a stronger effect. 220,000 compounds, 0.074% hits;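 active = fold induction of absorbance versus untreated yeast above a set limit, then at least 30% activation at any dose in follow-up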;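 note: activators that raise dye reduction in frataxin-depleted yeast; strong numbers were not always called active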
P. falciparum M17LAP = P. falciparum M17LAP inhibitors, primary screen, biochemical, fluorogenic H-Leu-NHMec substrate, 1536-well (AID 1619) | Leucine aminopeptidase (Plasmodium falciparum (isolate 3D7)) | recombinant M17LAP, H-Leu-NHMec fluorogenic kinetic assay; higher % means a stronger effect | inhibition, % at 30 µM, or IC50 in µM where a hit was titrated | 220,000 compounds, 0.38% hits;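 active = compound inhibiting the enzyme by more than half at any dose during confirmatory dose-response retesting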;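 note: plate controls were full reaction with DMSO carrier for no effect and no enzyme background for full effect; strong numbers were not always called active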
bCat nuc transl = modulators of beta-catenin nuclear translocation, primary screen, imaging, HeLa cells, immunofluorescence, high-content; nuclear translocation activity, % at 5 µM; 190,000 compounds, 0.3% hits; AID 1665, 2009;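 active = nuclear translocation activity above 50% at 5 µM, with a well cell count of 50 or more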;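 note: per-cell ratio of nuclear to cytoplasmic median beta-catenin stain intensity; plate controls were DMSO negative control for no effect and GSK-3 inhibitor IX positive control for full effect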
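Test system: HeLa cells, endogenous beta-catenin; Compound: single 5 µM dose plus 0.02–20 µM confirmation series; Times: compound exposure 24 h at 37°C; Signal: fluorescence imaging of beta-catenin antibody stain plus DAPI; Read-out: % activation, nuclear-to-cytoplasmic median beta-catenin signal ratio per cell.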
T cell modulator = modulators of CD8 T cell-vesicle binding, primary screen, mouse 2C CD8+ T cells, flow cytometry; 330,000 compounds, 0.068% hits; 2C CD8+ T cell-vesicle binding; active compounds read low; AID 2052, 2009; calls only at 7 µM;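 active = response, share of CD8 T cells binding vesicles, and their 90th percentile fluorescence all below set limits, cut at about 80% in these data, passing the limit was not always enough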
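System: murine 2C transgenic CD8+ T lymphocytes; also added: QL9-loaded Drosophila micro-vesicles; times: binding 1.5 h at 37 °C; measured by: flow cytometry, PE anti-B7-1 (FL2) versus Alexa647 anti-CD8 (FL8), PFA-fixed; control set: Peptide-free naked vesicles (low) and QL9 vesicles with 0.7% DMSO vehicle (high)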
Autophagy mod = autophagy modulators in MEF cells, primary screen, imaging, high-content, MEF GFP-LC3 | MEF GFP-LC3 puncta imaging; test concentration mostly 10 µM | calls only at 10 µM (by protocol) | 190,000 compounds, 0.98% hits;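 active = percentage of spot-positive cells more than 3 SD above its plate mean, without a fluorescence outlier flag or 80% toxicity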;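 note: spot-positive cell cutoff set from DMSO-treated cells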
Dynein transport = inhibitors of GR-EGFP nuclear translocation, primary screen, dynein cargo transport inhibitor project, imaging, high-content, 3617.4 mouse cells; AID 1381, 2008; test concentration mostly 20 µM; stimulated with dexamethasone, 1 µM; active compounds read low; 220,000 compounds, 0.47% hits; z-score, hits read low;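 active = plate z-score of nuclear minus cytoplasmic receptor signal below a set negative limit, without overly bright fluorescence or cell loss, cut at about -3.5 in these data, passing the limit was not always enough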;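 note: z-score of nuclear minus cytoplasmic ring GR-EGFP intensity difference per well; some compounds called inactive have numbers as strong as hits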
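Buffer or medium – tet-free medium with charcoal-stripped serum · Signal – automated 10x imaging of fixed Hoechst-stained cells · Also added – dexamethasone agonist, 1.0 µM final, for 30 min · Incubation – induction 48 h, compound 1 h, agonist 30 min · Read-out – GR-EGFP nuclear translocation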
MT stabilizer = microtubule stabilizers in HeLa cells, primary screen, imaging, high-content imaging. 200,000 compounds, 0.83% hits. HeLa tubulin immunostaining HCS, 24 h; share of cells brighter than vehicle mean+2SD. % tubulin-high responders, % at 10 µM;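 active = plate Z-score above 3 for both tubulin-high and condensed-nucleus cell shares, with cell loss under 80%, at 10 µM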;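 note: anti alpha tubulin signal scored within the nucleus-defined area of each cell; some results filed as inactive read as strong as hits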
WT yeast gro inh mutant strain = further read-out of WT yeast gro inh, marked with its call; inhibition, %; mitochondrial fusion phenotypic screen, mutant strain inhibition
Dynein transport cytoplasmic EGFP = further read-out of Dynein transport, marked with its call; z-score; measured here: cytoplasmic GR-EGFP intensity; active compounds read high
Dynein transport nuclear GR-EGFP = second read-out of Dynein transport, no call of its own (marks repeat the call); z-score; measured here: nuclear GR-EGFP intensity;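 lower value marks the stronger effect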
Dynein transport cell count = further read-out of Dynein transport, marked with its call; z-score; measured here: cell count per field
bCat nuc transl cell count 5 µM = further read-out of bCat nuc transl, marked with its call; cell count; measured here: cell count, cytotoxicity flag
T cell modulator vesicle-bound % = recorded beside T cell modulator, whose call it bears; double positive events, %; measured here: CD8+ vesicle-bound cell fraction;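 binding gate set so that unloaded-vesicle control wells show 10% double positive cells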
MT stabilizer Hoechst-high % = also measured in MT stabilizer; calls as there; % Hoechst-high responders; measured here: nuclear condensation Hoechst responders;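 share of cells brighter than vehicle mean plus two SD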
MT stabilizer cytotoxicity % = second read-out of MT stabilizer, no call of its own (marks repeat the call); toxicity, %; measured here: cytotoxicity by cell density;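 0% = mean cell density of plate MIN control wells and 100% = no cells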
Autophagy mod cell loss 18 h = also measured in Autophagy mod; calls as there; toxicity, %; measured here: cell loss, nuclei count;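 cell loss after 18 h compound exposure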
* marks the source's active call; other numbers are inactive results; i = inactive; . = no result given. Rows were taken by chance, and some 4.4% of all compounds hit somewhere here.

SMILES	M1AAP inhibition	WT yeast gro inh	WT yeast gro inh mutant strain	Yfh1-depleted yeast	P. falciparum M17LAP	bCat nuc transl	bCat nuc transl cell count 5 µM	T cell modulator	T cell modulator vesicle-bound %	Autophagy mod	Autophagy mod cell loss 18 h	Dynein transport	Dynein transport cytoplasmic EGFP	Dynein transport nuclear GR-EGFP	Dynein transport cell count	MT stabilizer	MT stabilizer Hoechst-high %	MT stabilizer cytotoxicity %
CN=c1scc(-c2ccco2)n1/N=C/c1ccc(O)c(O)c1	17%	4	-7	i	18%	6.5	894	.	.	i	6	-2.3	0.17	-1.1	0.65	4.6	3.4	3.8
O=C(NCc1ccco1)C1CCN(c2nc3ccccc3n2Cc2ccccc2F)CC1	8%	-3	-9	i	5%	.	.	i	44	i	10	-0.78	-0.19	-0.41	0.48	3.3	1.7	6.9
CCCC1(C(=O)OCC)NC(c2ccc(OC)cc2OC)C2C(=O)N(c3ccccc3)C(=O)C21 (stereo unspecified)	-11%	10	8	i	1%	-1.7	1130	i	46	i	-14	0.072	-0.22	-0.021	-0.76	2.6	1.8	5.3
O=C1CN(C(=O)CSc2nc3ccccc3n2CCc2ccccc2)c2ccccc2N1	8%	3	-7	i	3%	.	.	i	15	i	-2	0.093	-0.19	0.52	-1.7	2.8	2.2	4.8
COc1ccc(O)c(C(=O)c2cnc3nc4ccccc4n3c2)c1	10%	2	3	i	-10%	76*	265*	i	22	i	1	1.1	-0.22	0.86	-1.5	28*	31*	30*
O=C(C1CCCN(S(=O)(=O)c2ccccc2)C1)N1CCN(c2ncccn2)CC1 (stereo unspecified)	0%	-2	-7	i	-5%	-3.1	581	i	56	i	1	2.7	-0.22	1.7	-1.4	2.8	2.8	24
CN1CCN(C(=O)c2cc3nc(-c4ccco4)cc(C(F)(F)F)n3n2)CC1	7%	-12	6	i	-4%	-3.2	1066	i	47	i	2	-0.5	-0.3	-0.14	0.35	2.8	2.1	7.6
Cc1nc(NCCN2CCOCC2)c2nnn(Cc3c(F)cccc3Cl)c2n1	4%	-6	0	i	-1%	-2.7	1012	i	29	i	0	-1.3	3	-0.14	0.065	2.6	1.7	9.3
Cc1cccc(Nc2ncc3c(n2)CC(C)CC3=O)c1 (stereo unspecified)	5%	3	9	i	7%	1.4	986	i	57	i	-2	-0.81	-0.29	-0.078	0.2	3.1	1.9	14
CCn1c(N2CCN(CC(=O)c3c[nH]c4ccccc34)CC2)nc2c1c(=O)[nH]c(=O)n2C	-2%	-45	-8	.	10%	-7.6	1035	i	51	i	-16	-0.49	-0.14	-0.19	0.71	1.6	1.8	13
O=C(NCCc1ccccc1)C1CCN(S(=O)(=O)N2CCCCCC2)CC1	1%	13	11	i	2%	0.0	1080	i	45	i	-5	-0.0046	-0.15	0.5	-0.71	1.9	1.5	2.5
Cc1cc(NC(=O)CSc2nc3ccccc3n2CC(=O)N2CC(C)CC(C)C2)no1 (stereo unspecified)	0%	-4	2	i	-6%	-6.0	1176	i	20	i	2	-0.94	-0.2	-0.2	0.36	2.7	1.5	2.8
COc1cccc(C2N(c3cccc(Cl)c3)C(=O)C3CCCN32)c1 (stereo unspecified)	15%	-6	0	i	4%	.	.	i	65	i	0	0.42	-0.14	0.43	-0.57	6.4	2.2	0.2
Brc1ccc(CSc2ncnc3nc[nH]c23)cc1	-4%	0	0	i	0%	4.6	1052	i	45	i	-1	-1.7	-0.19	-0.78	0.8	2.0	2.2	4.4
Fc1ccc(NC(=S)Nc2ccc(Br)cc2)cc1	1%	25	13	i	11%	1.2	921	i	36	i	23	-1.1	-0.34	-0.89	1.4	1.5	2.3	6.3

Results in MT stabilizer Hoechst-high %, T cell modulator and Dynein transport cell count, for 2 of the compounds above:
smiles	MT stabilizer Hoechst-high %	T cell modulator	Dynein transport cell count
CCn1c(N2CCN(CC(=O)c3c[nH]c4ccccc34)CC2)nc2c1c(=O)[nH]c(=O)n2C	1.8	i	0.71
Cc1cccc(Nc2ncc3c(n2)CC(C)CC3=O)c1 (stereo unspecified)	1.9	i	0.2

New compounds follow:
SMILES	M1AAP inhibition	WT yeast gro inh	WT yeast gro inh mutant strain	Yfh1-depleted yeast	P. falciparum M17LAP	bCat nuc transl	bCat nuc transl cell count 5 µM	T cell modulator	T cell modulator vesicle-bound %	Autophagy mod	Autophagy mod cell loss 18 h	Dynein transport	Dynein transport cytoplasmic EGFP	Dynein transport nuclear GR-EGFP	Dynein transport cell count	MT stabilizer	MT stabilizer Hoechst-high %	MT stabilizer cytotoxicity %
Cc1ccc(S(=O)(=O)NCCCNS(C)(=O)=O)cc1	12%	-6	-1	i	6%	.	.	i	36	i	-10	0.71	-0.24	0.46	0.39	3.1	2.4	1.6
COc1ccc(CNC(=O)c2ccc(N3CCCC3=O)cc2)cc1	-3%	5	10	i	0%	-3.3	987	i	35	i	-2	0.55	-0.15	0.57	-1.3	3.7	2.0	6.2
COc1cc(NC(=O)COc2ccc(-n3ccnc3)cc2)cc(OC)c1	0%	-18	8	i	-3%	4.0	1040	i	58	i	-10	0.32	-0.27	0.44	-0.45	2.3	2.3	7.7
CC(=O)Nc1ccc(S(=O)(=O)N2CCSC2c2ccc(Cl)cc2)cc1 (stereo unspecified)	-1%	78*	18*	i	1%	-6.6	1050	i	66	i	50	-1.1	-0.2	-0.57	1.6	1.5	1.0	7.6
COC(=O)Nc1nnc(-c2ccccc2OC)s1	-1%	.	.	i	-8%	-0.1	1264	i	51	.	.	0.21	-0.18	0.52	-0.051	.	.	.
COc1ccc(S(=O)(=O)NC2CCCCC2)cc1-n1cnnn1	-2%	-21	-16	i	0%	2.6	935	i	52	i	5	-1.2	-0.29	-0.36	0.83	1.2	0.9	5.2
Cc1cccc(/N=C/c2sc3ccccc3c2O)n1	10%	.	.	i	3%	-3.2	1162	i	15	.	.	-0.53	-0.14	-0.28	0.3	.	.	.
Cc1ccc(N2CCN(S(=O)(=O)N3CCCCC3)CC2)c(C)c1	3%	48	14	i	1%	-0.4	1055	i	38	i	-14	0.42	0.46	0.47	-0.71	4.4	2.2	7.1
S=c1[nH]nc(CCc2ccccc2)n1-c1ccccc1	3%	-6	2	i	-4%	-0.1	879	i	52	i	3	0.046	-0.25	-0.07	-0.49	0.9	3.4	6.9
Cc1scc(C(=O)N/N=C/c2ccc(Cl)s2)c1C	4%	-4	-2	i	-6%	.	.	i	47	i	-1	-0.31	-0.29	-0.24	-0.083	2.0	2.5	2.1
O=C(COc1ccccc1)Nc1ccc(N2CCN(C(=O)c3cccs3)CC2)cc1	.	-13	-7	i	.	-0.4	866	i	4	i	-3	-0.15	-0.32	0.15	0.45	2.5	2.3	6.9
CC(C)NS(=O)(=O)c1ccc(OCC(=O)Nc2ccc3c(c2)OCO3)cc1	-1%	-3	22	i	-3%	.	.	i	62	i	6	-0.3	-0.31	-0.41	0.31	2.9	1.9	4.6
O=C(NC(=S)Nc1cc(S(=O)(=O)N2CCOCC2)ccc1N1CCOCC1)c1ccco1	2%	-5	12	i	-4%	-0.6	1174	i	8	i	5	-0.72	-0.074	0.016	0.53	7.1	1.7	13
O=C(NC1CCCCC1)NC1CCN(S(=O)(=O)c2ccc3c(c2)OCCO3)CC1	-5%	-1	-10	i	-6%	-6.4	1046	i	45	i	3	-0.43	-0.13	-0.29	0.21	3.7	1.7	11
Cc1ccc(F)cc1NC(=O)CCC(=O)c1cccs1	-1%	-16	-15	i	10%	-0.8	1178	i	46	i	-16	1.7	-0.18	1.4	-1.4	1.5	1.8	9.1
O=C1CC(N(C(=O)c2ccco2)c2ccc(F)cc2)C(=O)N1c1ccc(F)cc1 (stereo unspecified)	0%	-1	6	i	2%	.	.	i	47	i	0	-0.73	0.21	-0.11	0.3	1.4	1.6	8.0
CC(=O)c1cccc(NC(=O)c2csc3c2CCCCC3)c1	-2%	0	-4	i	7%	-1.2	1020	i	53	i	13	-0.67	-0.075	-0.44	0.47	4.7	2.1	5.3
COc1ccc(-c2cc3nc(C)c(CCC(=O)NCc4ccc(F)cc4)c(C)n3n2)c(OC)c1	10%	34	9	i	1%	1.3	1109	i	47	i	-23	0.58	-0.13	0.54	-0.76	2.9	2.6	11
O=C(NCC1CCCO1)c1ccc(OC2CCN(C(=O)C3CC3)CC2)cc1 (stereo unspecified)	3%	18	12	i	-2%	-0.8	840	i	6	i	17	-0.67	-0.29	-0.12	0.43	1.2	1.4	2.0
Cc1cc(C)cc(-n2cnc3cc(C(=O)O)ccc32)c1	-2%	3	2	i	-10%	.	.	i	49	i	-10	0.39	-0.47	0.25	-0.24	2.6	1.3	12
